Source: PubChem
Large T inhibition – SV40 large T antigen inhibitors, biochemical (AID 1903); actives 0.39% (n = 310,000); SV40 large T antigen ATPase/helicase inhibition assay; higher % means a stronger effect; one-dose inhibition, % at 20 µM; IC50 in µM for titrated hits; in the data active means a potency from the dose series; inconclusive means inhibition mostly from about 32% at the one dose, without a potency; inactive means the rest, 99 in 100 with inhibition below about 32%; further: strong numbers were not always called active
GPR55 beta-arrestin – GPR55 agonists via beta-arrestin recruitment, primary screen, imaging, U2OS cells, beta-arrestin-GFP redistribution (AID 1961) | G-protein coupled receptor 55 (Homo sapiens) | actives 0.048% (n = 290,000) | U2OS GPR55 beta-arrestin-GFP redistribution imaging; higher % means a stronger effect | one-dose activation, % at 10 µM; EC50 in µM for titrated hits;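 active means activation above 40% with more than 50 cells counted in the well; inconclusive means wells holding fewer than 50 cells, flagged as toxic or sparse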;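 further: U2OS osteosarcoma cells stably expressing GPR55 and beta-arrestin-GFP; plate controls were DMSO negative control for no effect and LPI positive control for full effect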
GPR55 antagonists – GPR55 antagonists blocking LPI-driven arrestin recruitment, primary screen, imaging, U2OS, beta-arrestin-GFP, LPI agonist (AID 2013); G-protein coupled receptor 55 (Homo sapiens); U2OS GPR55 beta-arrestin-GFP translocation imaging, LPI antagonism; higher % means a stronger effect; one-dose inhibition, % at 10 µM; IC50 in µM for titrated hits; actives 0.13% (n = 290,000);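 active means spots per cell inhibited over 60%, with over 100 cells counted and total cytoplasm intensity under 500,000; inconclusive means wells with under 100 cells, flagged as likely toxic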;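 further: U2OS cells stably carrying GPR55 and arrestin-GFP stimulated by 5 µM LPI near EC80; imaged beta-arrestin-GFP aggregate spots per cell after agonist stimulation; plate controls were LPI-stimulated DMSO wells for no effect and DMSO wells without LPI for full effect; some results filed as inactive read as strong as hits; confirmed hits need IC50 under 10 µM and bright autofluorescent wells are also inconclusive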
NTR1 agonist – agonists of NTR1, primary screen, imaging, U2OS cells, beta-arrestin-GFP, high content (AID 493036). Neurotensin receptor type 1 (Homo sapiens), P30989. NTR1-U2OS beta-arrestin-GFP spot imaging, agonist mode. activation, % at 20 µM. actives 0.17% (n = 330,000);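 active means activation at or above 40% of the spot to cytoplasm intensity ratio, with at least 20 cells analyzed; inconclusive means wells under 20 cells, flagged as cytotoxic or low count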;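 further: 0% = DMSO without peptide and 100% = 100 nM NTR1 peptide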
Target sequence (P30989 whole entry, looked up): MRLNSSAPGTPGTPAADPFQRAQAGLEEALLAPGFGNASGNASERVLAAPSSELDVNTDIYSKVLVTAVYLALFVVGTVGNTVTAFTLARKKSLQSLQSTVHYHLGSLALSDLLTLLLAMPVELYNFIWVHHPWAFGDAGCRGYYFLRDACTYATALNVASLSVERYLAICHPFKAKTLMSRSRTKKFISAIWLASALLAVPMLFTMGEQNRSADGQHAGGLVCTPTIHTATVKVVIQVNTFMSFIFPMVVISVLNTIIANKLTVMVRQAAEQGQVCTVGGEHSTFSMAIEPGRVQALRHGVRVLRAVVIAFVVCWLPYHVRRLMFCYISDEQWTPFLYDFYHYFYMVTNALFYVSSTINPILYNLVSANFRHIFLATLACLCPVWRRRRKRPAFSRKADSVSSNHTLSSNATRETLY
LYP phosphatase – inhibitors of LYP phosphatase, biochemical, fluorescence intensity, uHTS (AID 1779); recombinant LYP phosphatase, fluorescence intensity; higher % means a stronger effect; one-dose inhibition, % at 11.5 µM; IC50 in µM for titrated hits; actives 0.054% (n = 290,000); in the data active means inhibition above about 50%;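 further: plate controls were vehicle with enzyme for no effect and no enzyme for full effect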
GPR35 antagonists – GPR35 antagonists blocking zaprinast-driven arrestin recruitment, primary screen, imaging, U2OS, beta-arrestin-GFP, zaprinast agonist (AID 2058); U2OS GPR35 beta-arrestin-GFP translocation imaging, zaprinast antagonism; higher % means a stronger effect; inhibition, % at 10 µM; hits with a dose series show IC50 in µM; actives 0.052% (n = 290,000);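 active means inhibition of at least 50% with at least 30 cells and total cytoplasm GFP at most 10,000,000; inconclusive means under 30 cells or total GFP of 10,000,000 plus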
T cell HTS – modulators of CD8 T cell-vesicle binding, primary screen, mouse 2C CD8+ T cells, flow cytometry | 2C CD8+ T cell-vesicle binding; hits give low values | calls only at 7 µM | actives 0.068% (n = 330,000) | AID 2052, 2009;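 active means response, share of CD8 T cells binding vesicles, and their 90th percentile fluorescence all below set limits, cut at about 80% in these data, passing the limit was not always enough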
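incubation = binding step 1.5 h, 37 °C, antibody labelling 20 min, ice | test system = 2C mouse CD8+ T cells | read-out basis = percent CD8+ FL2 mean versus row control | controls = Peptide-free naked vesicles (low) and QL9 vesicles with 0.7% DMSO vehicle (high) | detection = flow cytometry of vesicle-bound cells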
Hep lipid drop – inhibitors of hepatocyte lipid droplet formation, primary screen, imaging, high-throughput imaging, BODIPY stain | AML12 mouse hepatocytes, oleate lipid droplets | inhibition, % at 6.5 µM | actives 0.4% (n = 240,000);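 active means lipid droplet intensity inhibited by at least 50%, with more than 500 cells counted; inconclusive means wells with under 300 cells, treated as cytotoxic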
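Material – mouse AML12 hepatocyte cell line, fixed after treatment · Compound dosing – one dose, 6.5 µM compound · Times – compound with oleate, overnight · Measured by – Image-based BODIPY and DAPI two-channel analysis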
MgcRacGAP inhibition – MgcRacGAP GTPase-activating activity inhibitors, confirmation, biochemical, ADP Hunter fluorescence; Rac GTPase-activating protein 1 (Homo sapiens); one-dose inhibition, % at 30 µM; IC50 in µM for titrated hits; actives 0.6% (n = 340,000); AID 624330, 2012; MgcRacGAP-stimulated Rac1 GTP hydrolysis, ADP Hunter fluorescence; higher % means a stronger effect; GST-tagged Rac1 F28L mutant substrate;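 active means first-screen hits whose inhibition reached a set limit at any dose in the follow-up dose series; inconclusive means inhibition above the set first-screen limit but never retested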;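 further: fluorescence reports GDP produced by GAP-driven GTP hydrolysis; strong numbers were not always called active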
Hep lipid drop cells 6.5 µM – second read-out of Hep lipid drop, no call of its own (marks repeat the call); cell count; measured here: cell count, cytotoxicity flag;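 cells counted across two imaged fields per well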
T cell HTS vesicle-bound % – recorded beside T cell HTS, whose call it bears; double positive events, %; measured here: CD8+ vesicle-bound cell fraction;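 binding gate set so that unloaded-vesicle control wells show 10% double positive cells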
NTR1 agonist cell count 20 µM – also measured in NTR1 agonist; calls as there; cell count; measured here: cell count, cytotoxicity flag
An asterisk follows results filed as active; i = inactive; ? = inconclusive; . = no result given; & = joins results of further samples. Rows were taken by chance; about 1.8% have a hit in one of these screens.

SMILES	Large T inhibition	GPR55 beta-arrestin	GPR55 antagonists	NTR1 agonist	NTR1 agonist cell count 20 µM	LYP phosphatase	GPR35 antagonists	T cell HTS	T cell HTS vesicle-bound %	Hep lipid drop	Hep lipid drop cells 6.5 µM	MgcRacGAP inhibition
COc1ccc2c(-c3ccccc3)cc3nnnn3c2c1	2%	-0.2%	3%	1.8	43	2%	12%	i	31	.	.	5%
OCc1ccc(N=Nc2ccccc2)cc1	14%	.	.	-1.4	40	.	.	i	34	.	.	8%
Cc1nn(C)cc1/C=C1\CCC/C(=C\c2cn(C)nc2C)C1=O	14%	0.2%	-8%	-2.2	63	2%	-4%	i	54	0	670	5%
COc1cc2c(cc1OC)C(=O)N1[C@H]3c4ccccc4OC[C@@H]3[C@H](c3ccccc3)[C@]1(C)C(=O)N2	9%	.	.	2.5	51	.	.	i	16	.	.	6%
COC(=O)C1=NN(C(=O)c2ccc(Br)cc2)C(O)(C(C)(C)C)C1 (stereo not given)	6%	0.2%	2%	.	.	-4%	2%	.	.	2	653	-9%
O=C1C2C3CCC(O3)C2C(=O)N1c1cccc(O)c1 (stereo not given)	-2%	-0.3%	0%	0.7	70	-8%	-2%	i	54	-2	776	5%
O=C(N/C=N/OCc1ccc(Cl)cc1Cl)NOCc1c(Cl)cccc1Cl	-11%	-0.2%	-6%	15	28	1%	-3%	i	23	-1	772	14%
CCOC(=O)CSC1=C(C#N)C(c2ccccc2OCC)C(C#N)C(=O)N1 (stereo not given)	11%	0.7%	1%	1.7	44	-10%	-3%	i	14	.	.	0%
CCS(=O)(=O)N1CCC(C(=O)N2CCN(Cc3ccccc3)CC2)CC1	12%	-0.2%	1%	0.8	103	-6%	6%	i	38	0	711	1%
Oc1c(C=Nc2cccc3nsnc23)ccc2ccccc12	18%	-0.1%	-14%	-0.9	86	3%	21%	i	27	7	809	.
N#CC1=C(N)NC(=S)C(C(N)=O)C1c1ccccc1F (stereo not given)	60µM*	0.0%	10%	0.0	50	-7%	-13%	i	19	2	744	7%
O=C(CCNC(=O)c1ccco1)Nc1ccc(OC(F)(F)F)cc1	10%	-0.2%	-9%	2.9	49	-10%	-8%	i	43	0	818	3%
CN(C)c1ccc(/C=C/c2nc3ccccc3c(=O)n2-c2ccc(C(=O)O)cc2)cc1	37%	-0.1%	2%	-0.9	103	7%	6%	i	26	4	747	22%
COc1ccc(/C=N/NC(=S)N[C@H]2CC3CCC2C3)cc1 (stereo not given in full)	0%	-0.4%	11%	0.4	44	0%	-9%	i	38	2	670	.
O=C(NCCc1ccccc1)C1CCN(S(=O)(=O)c2cccc3nonc23)CC1	5%	-0.1%	16%	-0.6	50	3%	-4%	i	39	-2	670	14%
CCOC(=O)C1=C(CBr)NC(=O)NC1C (stereo not given)	7%	0.0%	5%	-0.2	39	2%	12%	i	22	14	664	10%
Cc1ccc(/C=c2\sc3n(c2=O)CN(c2cccc(Br)c2)CN=3)o1	4%	-2.3%	12%	-0.9	101	10%	26%	i	53	.	.	10%
Cc1oc(S(=O)(=O)N2CCCCC2)cc1NC(=O)Nc1ccc(F)cc1	9%	0.7%	3%	0.1	53	-3%	-13%	i	38	-11	652	9%
O=c1[nH][nH]c(-c2ccccc2O)c1C(C[N+](=O)[O-])c1cccc(Cl)c1 (stereo not given)	21%	-0.3%	19%	-1.9	52	-4%	-12%	i	53	13	615	0%
CCC(Sc1nc2ccccc2[nH]1)C(=O)Nc1ccc(NC(C)=O)cc1 (stereo not given)	6%	-0.1%	-8%	3.3	46	-2%	-9%	i	52	14	730	1%
CCO[C@H]1OC(C(=O)NCc2ccccc2)=C[C@@H](C(C)(C)C)[C@@H]1CCCO	9%	.	.	2.7	100	.	.	i	49	.	.	5%
CNC(=O)NC(=O)C(C)Oc1ccccc1F (stereo not given)	21%	-0.2%	13%	1.4	64	-10%	6%	i	35	33	688	-3%
Cc1ccc(C2CC(c3ccc(Br)cc3)=NN2C(=O)CSC2=NN3CCCC(=O)N=C3S2)cc1 (stereo not given)	7%	-0.1%	9%	4.1	54	0%	-7%	i	10	8	709	0%
CN(C)c1ccc(NC(=S)c2ccccn2)cc1	?	-0.1%	4%	.	.	-2%	-16%	i	49	-2	656	?
CCn1c(SCC(=O)NNC(=O)c2ccccc2)nnc1-c1ccco1	5%	0.2%	2%	0.3	33	-10%	-4%	i	54	21	692	7%
Cc1ccc(C(=C2C3C=CC2C2C(=O)NC(=O)C32)c2ccc(C)cc2)cc1 (stereo not given)	7%	0.4%	-2%	15	83	7%	16%	i	47	.	.	6%
COc1ccc(CN2CCNC(=O)C2CC(=O)NC2CC(C)(C)CC(C)(C)C2)cc1OC (stereo not given)	4%	-0.1%	13%	0.7	68	2%	18%	i	29	4	734	8%
CCOC(=O)c1ccc(NC(=O)c2nc[nH]c2C(=O)N2CCc3ccccc3C2)cc1	23%	-0.1%	-1%	14	65	-1%	10%	i	60	-12	629	10%
COc1ccc(N=Nc2ccc(O)c(P(=O)(c3ccccc3)c3ccccc3)c2)cc1	7%	-0.1%	-15%	4.0	53	-4%	-4%	i	34	-9	662	5%
O=C(c1cnccn1)N(c1ccccc1)C1(C(=O)NC2CCCCC2)CCCCC1	2%	-0.1%	14%	7.2	63	4%	1%	i	54	.	.	10%
COc1ccc(CCn2c(C)cc(C(=O)COC(=O)c3cnccn3)c2C)cc1	4%	-0.1%	-5%	-0.5	67	-6%	15%	i	59	-15	846	4%
CC(OC(=O)CNC(=O)c1ccco1)C(=O)N(C)c1ccccc1 (stereo not given)	6%	0.0%	10%	0.8	57	-3%	-5%	i	31	-17	740	2%
c1ccc(-c2cn(-c3ccccc3)c3[n+]2CCS3)cc1	1%	-0.4%	13%	0.1	43	-2%	3%	i	10	4	715	12%
COc1ccc(C)cc1NC(=O)c1ccc(NC(=O)CC2SC(N3CCCC3)=NC2=O)cc1 (stereo not given)	9%	-0.2%	10%	0.3	65	-2%	9%	i	32	.	.	6%
COc1cccc(NC2c3ccccc3C(=O)N2Cc2ccccc2Cl)c1 (stereo not given)	5%	0.6%	11%	2.2	55	3%	-10%	i	16	-10	610	-2%
Oc1ccc(/C=N/Nc2nc(-c3ccccc3F)nc3ccccc23)c(O)c1	12%	0.0%	1.5µM*	-2.7	59	0%	3.1µM*	i	58	.	.	28%
O=C(O)CSc1nnc(COc2cccc3ccccc23)o1	-6%	-0.1%	-5%	-0.6	50	-2%	-6%	i	51	1	889	6%
O=C(CCCOc1ccc(Cl)cc1)NC1CCCCC1	3%	1.0%	3%	-1.0	68	-9%	4%	i	8	-9	799	4%
CCOCCCNC(=O)c1ccc2c(c1)ncn2-c1ccccc1OC	3%	-0.1%	-10%	-0.3	60	-8%	-1%	i	29	-8	775	12%
C[C@@H](C(=O)NCCc1ccc(F)cc1)N1C(=O)N2CCc3c([nH]c4ccccc34)[C@@]2(C)C1=O	6%	-0.2%	1%	3.1	77	-8%	-2%	i	34	13	725	2%
Cc1ccsc1C(=O)Nc1ccccc1N1CCCC1	7%	.	.	1.2	85	.	.	i	10	.	.	6%
CCc1cc(=O)oc2cc(C)c(CN3CCCC(C)C3)c(O)c12 (stereo not given)	12%	0.1%	1%	1.9	74	5%	7%	i	14	-10	783	13%
Brc1ccc(-c2nnc3sc(CNCc4ccc5c(c4)OCO5)cn23)cc1	0%&0%	0.2%	-4%	1.6	51	3%	2%	i	25	-18	621	13%
Cc1cc2n(n1)C(c1cn(-c3ccccc3)nc1C)Nc1c(C)cccc1-2 (stereo not given)	2%	0.0%	14%	-3.9	74	0%	-1%	i	39	-31	740	6%
Cn1c(=O)c([N+](=O)[O-])c(N2CCSCC2)c2ccccc21	7%	-0.6%	-11%	-0.4	41	-4%	-2%	i	42	24	710	9%
COc1cccc(NC(=O)NNC(=O)C(C)Oc2ccc3ccccc3c2)c1 (stereo not given)	13%	0.2%	1%	-0.1	42	-2%	-15%	i	59	-4	842	6%
O=C(Nc1cccc(C(F)(F)F)c1)Nc1ccc2[nH]c(=O)[nH]c2c1	6%	-0.2%	-6%	-0.5	84	-10%	-4%	i	43	-3	823	16%
O=C(CN(Cc1ccccc1)S(=O)(=O)c1ccccc1)NC1CC1	6%	0.2%	-3%	-0.1	52	-4%	-7%	i	45	-7	699	-1%
CCCc1cc(Nc2cccc(OC)c2)n2ncnc2n1	1%	-0.3%	-3%	2.7	74	-2%	5%	i	24	3	690	6%
COc1ccc(S(=O)(=O)N2CCC(C(=O)N3CCOCC3)CC2)cc1Cl	20%	0.0%	4%	6.4	17	-6%	-2%	i	28	11	616	7%

Structures from the list above containing a nitro group on carbon (two):
SMILES	Large T inhibition	GPR55 beta-arrestin	GPR55 antagonists	NTR1 agonist	NTR1 agonist cell count 20 µM	LYP phosphatase	GPR35 antagonists	T cell HTS	T cell HTS vesicle-bound %	Hep lipid drop	Hep lipid drop cells 6.5 µM	MgcRacGAP inhibition
O=c1[nH][nH]c(-c2ccccc2O)c1C(C[N+](=O)[O-])c1cccc(Cl)c1 (stereo not given)	21%	-0.3%	19%	-1.9	52	-4%	-12%	i	53	13	615	0%
Cn1c(=O)c([N+](=O)[O-])c(N2CCSCC2)c2ccccc21	7%	-0.6%	-11%	-0.4	41	-4%	-2%	i	42	24	710	9%
